Screening data as filed in PubChem BioAssay.
G9a inh: blocks human histone lysine methyltransferase G9a | AID 504332 | Q96KQ7 | Potency, µM (doses to about 102 µM), without a hit: at the highest dose activity, negative = inhibition, usual class: inhibitors | 350,000 tested, 8.8% active | G9a H3K9 monomethylation, AlphaScreen, 2 h; further: on the % scale 0 is the no-effect control and ±100 the full control effect; nearly all actives have a fitted effect of over 75% in size
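Readings reflect AlphaScreen signal from monomethyl-H3K9 antibody detection. HMT at 20 nM; substrate b-H3K9 500 nM; cofactor SAM 20 uM; 2 h RT reaction; compounds tested as titrations in qHTS with 15 min preincubation.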
JMJD2A Tudor: inhibitors of human JMJD2A Tudor domain; O75164; AlphaScreen JMJD2A-Tudor / H3K4me3 peptide binding; Potency, µM (top dose mostly 114 µM), without a hit: at the top dose activity change, negative = inhibition, actives largely listed as inhibitors; 390,000 tested, 4.4% active; AID 504339; further: on the % scale 0 is the no-effect control and ±100 the full control effect; nearly all actives have a fitted effect of over 50% in size
Pin1 inh: inhibitors of human Pin1; 390,000 tested, 0.009% active; Pin1 FP peptide displacement, HiFluor488, 10 min; Potency, µM (series often up to 115 µM), for inactives: at the highest dose activity, negative = inhibition, most hits filed as inhibitors; active means well fitted inhibition curve with a large enough effect in the polarisation, with a control signal flat, not every such curve was filed as active; inconclusive means small, poorly fitted or top-dose-only effect, or effect the other way, or a change in a side signal; inactive means no such curve, though single readings can be large or run the other way; the % refers to the polarisation; further: on the % scale 0 is the no-effect control and ±100 the full control effect
BLM inh: blocks DNA unwinding by human BLM helicase; recombinant BLM DNA unwinding, fluorescence dequenching; Potency, µM (titrated, usually from 56.1 µM), for the others: top-dose activity change, negative = inhibition, actives largely listed as inhibitors; 350,000 tested, 0.2% active; AID 2528;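 further: plate controls were vehicle for no effect and no enzyme for full effect; nearly all actives have a fitted effect of over 35% in size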
Target sequence (P54132 whole entry, looked up): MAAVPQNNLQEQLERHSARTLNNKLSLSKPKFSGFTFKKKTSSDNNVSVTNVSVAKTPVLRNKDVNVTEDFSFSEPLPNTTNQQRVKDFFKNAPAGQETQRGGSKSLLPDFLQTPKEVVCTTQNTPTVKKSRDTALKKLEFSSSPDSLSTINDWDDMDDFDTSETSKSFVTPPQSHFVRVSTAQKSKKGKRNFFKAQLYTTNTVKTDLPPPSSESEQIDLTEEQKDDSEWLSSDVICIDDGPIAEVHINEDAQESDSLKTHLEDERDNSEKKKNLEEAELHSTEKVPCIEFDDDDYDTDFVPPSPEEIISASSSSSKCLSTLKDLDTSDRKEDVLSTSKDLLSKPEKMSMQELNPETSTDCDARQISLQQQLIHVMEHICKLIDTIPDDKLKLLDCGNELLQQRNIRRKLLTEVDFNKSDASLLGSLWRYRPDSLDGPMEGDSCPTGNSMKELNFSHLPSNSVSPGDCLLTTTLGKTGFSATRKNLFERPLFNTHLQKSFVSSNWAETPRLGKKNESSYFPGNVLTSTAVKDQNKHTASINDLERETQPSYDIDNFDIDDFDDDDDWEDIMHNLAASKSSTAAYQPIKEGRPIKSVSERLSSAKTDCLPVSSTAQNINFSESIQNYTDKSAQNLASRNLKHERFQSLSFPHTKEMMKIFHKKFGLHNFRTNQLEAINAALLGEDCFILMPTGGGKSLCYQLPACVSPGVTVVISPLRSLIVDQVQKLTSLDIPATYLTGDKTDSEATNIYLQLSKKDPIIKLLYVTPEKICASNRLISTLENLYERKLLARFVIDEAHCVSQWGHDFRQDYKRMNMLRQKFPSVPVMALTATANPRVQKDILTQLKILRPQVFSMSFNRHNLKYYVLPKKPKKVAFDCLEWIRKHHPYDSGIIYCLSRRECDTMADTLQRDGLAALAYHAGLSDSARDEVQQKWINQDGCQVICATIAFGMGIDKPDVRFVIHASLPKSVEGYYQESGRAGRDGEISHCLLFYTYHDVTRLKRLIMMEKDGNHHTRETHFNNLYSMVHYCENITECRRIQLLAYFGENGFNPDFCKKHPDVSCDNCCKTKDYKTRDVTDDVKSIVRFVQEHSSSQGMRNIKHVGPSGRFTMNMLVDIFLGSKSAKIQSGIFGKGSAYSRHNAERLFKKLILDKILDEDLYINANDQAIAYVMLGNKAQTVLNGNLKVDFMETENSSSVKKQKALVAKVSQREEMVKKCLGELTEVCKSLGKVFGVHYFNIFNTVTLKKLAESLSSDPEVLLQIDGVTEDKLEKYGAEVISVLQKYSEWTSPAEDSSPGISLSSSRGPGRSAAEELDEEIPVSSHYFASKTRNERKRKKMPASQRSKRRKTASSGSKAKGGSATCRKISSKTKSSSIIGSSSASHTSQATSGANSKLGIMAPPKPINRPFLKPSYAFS
BAZ2B block: blocks human BAZ2B; 360,000 tested, 4.4% active; Q9UIF8; AlphaScreen BAZ2B-H3K14Ac peptide displacement; Potency, µM (highest dose often 114 µM), inactives show at the top dose activity change, negative = inhibition, most hits filed as inhibitors; AID 504333; further: on the % scale 0 is the no-effect control and ±100 the full control effect; nearly all actives have a fitted effect of over 60% in size
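In this displacement format the biotinylated H3(5-23) peptide acetylated at Lys14 serves as ligand at 50 nM, with BAZ2B at 50 nM in PBS pH 7.4 containing 0.01% Tween-20. Donor and acceptor beads are 10 ug/mL final.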
Pol iota inh: blocks human DNA polymerase iota activity; Q9UNA4; Pol iota fluorescent replication assay, 10 min; Potency, µM (highest dose often 115 µM), for inactives: at the highest dose activity, negative = inhibition, most hits filed as inhibitors; 390,000 tested, 1% active; AID 588590
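Fluorescent replication assay read twice, at 0 min and 10 min after adding 50 nM (final) substrate. Enzyme (10 nM) and compounds were first incubated 15 min at room temperature; enzyme-free buffer wells were negative controls.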
Tb PGK inh: T. brucei PGK inhibition; PGK/GAPDH coupled, Kinase-Glo luminescence, 60 min; 380,000 tested, 0.043% active; P07378; Potency, µM (titrated, usually from 57.5 µM), for the others: top-dose activity change, negative = inhibition, hits mostly inhibitors; further: on the % scale 0 is the no-effect control and ±100 the full control effect; nearly all actives have a fitted effect of over 60% in size
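Luminescent ATP detection (Kinase-Glo Plus) follows a 60-minute room-temperature incubation, with wells lacking PGK as controls. Buffer: 100 mM TEA (pH 7.6), 5 mM MgCl2, 0.01% Tween-20. Coupling enzyme GAPDH (100 nM final) supplies unstable 1,3-BPG in-well.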
HP1b chromo inh: blocks HP1-beta chromodomain binding to methylated histone tails. P83916. AlphaScreen HP1-beta / biotin-H3K9me3 peptide binding. Potency, µM (highest dose often 114 µM), for the others: top-dose activity change, negative = inhibition, actives largely listed as inhibitors. 390,000 tested, 0.56% active. AID 540317; further: nearly all actives have a fitted effect of over 70% in size; inactives centre near 23
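HP1-beta protein (50 nM final) preincubated 30 min at room temperature with biotinylated H3(1-18)K9me3 peptide (50 nM) in PBS pH 7.4, 0.01% Tween-20, then compound added for 30 min. AlphaScreen streptavidin donor/nickel chelate acceptor beads (10 ug/mL final), 30 min dark, luminescence read.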
GLS inhibitor: inhibitors of human glutaminase (GLS); O94925; GLS enzymatic activity, qHTS titration; Potency, µM (top dose mostly 45.5 µM), inactives show top-dose activity change, negative = inhibition, actives largely listed as inhibitors; 410,000 tested, 0.21% active; further: on the % scale 0 is the no-effect control and ±100 the full control effect
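Read-out is an Amplex red fluorescence increase coupled through glutamate oxidase and HRP, measured before and after 30 min room-temperature incubation. hKGA is in 45 mM KH2PO4 (pH 8.2) with 0.02% Tween-20; glutamine added as 1mM solution.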
* hit, by the source's call; i = inactive; ? = inconclusive; · = no result given; & = joins results of further samples; [ ] = another dose, or the depositor's remark. Unless noted, the call rests on the fitted dose curve; in most records, active means well fitted curve in the direction sought with a large enough effect; inconclusive means small, poorly fitted or top-dose-only effect, or another doubt; inactive means no such curve, though single readings can be large; an effect the other way counts as inactive or inconclusive. Potency means the concentration at half of the fitted maximal effect. Only part of the results is shown; the hit share may differ from the screen's.

G9a inh,JMJD2A Tudor,Pin1 inh,BLM inh,mol,BAZ2B block,Pol iota inh,Tb PGK inh,HP1b chromo inh,GLS inhibitor
55.4%[activator][59 µM],-24.7%,31.8%[activator],-6.6%,Cc1cc(C)cc(N(CCC(=O)Nc2nnc(C3CC3)s2)S(=O)(=O)c2ccc(Cl)cc2)c1,45.3%[activator],-9.9%,-0.4%,19.8%,10.8%
·,-12.3%,10.4%,·,CN(CCc1ccccc1)C(=O)c1cccc(NC(=O)Cc2cccc(NC(=O)C3CCCN(C(=O)c4ccccc4)C3)c2)c1 (centres undefined),·,25.6%,-6.8%,33.7%,1.1%
46.5%[12.7 µM],?,20.5%,-9.6%,COc1ccc(/C=N/NC(=O)Cc2csc(Nc3cccc(C(F)(F)F)c3)n2)c(OC)c1,?,2.4%,-0.1%,-5.5%,9.4%
?,-5.4%,-1.2%,1.0%,Cn1cnc2c1c(=O)n(Cc1cccc(F)c1)c(=O)n2C,11.7%,26.0%,-9.2%,26.7%,-23.1%
90.9%[activator],-5.7%,-8.4%,-0.4%,CC(C)c1ccc(NC(=O)NCc2ccccn2)cc1,-3.4%,38.1%[activator],i,33.4%,-2.5%
-41.2%[59 µM],-7.3%,4.5%,-2.6%,Cc1cccc(NC(=O)C2(c3cccs3)CCOCC2)c1,-26.0%,118.9%[activator],-5.0%,12.4%,4.0%
·,15.0%,-3.7%,·,C=CC(COCc1ccccc1)N([C@@H](Cc1ccccc1)C(=O)OC)S(=O)(=O)c1ccccc1Br (some centres undefined),·,-14.5%&29.1%,1.9%,74.8%[activator],-0.3%
·,?,2.8%,-11.0%,COc1cccc(/C=N/Nc2nc3ccccc3[nH]2)c1O,3.7%,-4.0%,-1.5%,12.4%,3.0%

Quoted at random: 4 compounds from above
G9a inh,JMJD2A Tudor,Pin1 inh,BLM inh,mol,BAZ2B block,Pol iota inh,Tb PGK inh,HP1b chromo inh,GLS inhibitor
46.5%[12.7 µM],?,20.5%,-9.6%,COc1ccc(/C=N/NC(=O)Cc2csc(Nc3cccc(C(F)(F)F)c3)n2)c(OC)c1,?,2.4%,-0.1%,-5.5%,9.4%
-41.2%[59 µM],-7.3%,4.5%,-2.6%,Cc1cccc(NC(=O)C2(c3cccs3)CCOCC2)c1,-26.0%,118.9%[activator],-5.0%,12.4%,4.0%
·,15.0%,-3.7%,·,C=CC(COCc1ccccc1)N([C@@H](Cc1ccccc1)C(=O)OC)S(=O)(=O)c1ccccc1Br (some centres undefined),·,-14.5%&29.1%,1.9%,74.8%[activator],-0.3%
90.9%[activator],-5.7%,-8.4%,-0.4%,CC(C)c1ccc(NC(=O)NCc2ccccn2)cc1,-3.4%,38.1%[activator],i,33.4%,-2.5%

The list goes on:
G9a inh,JMJD2A Tudor,Pin1 inh,BLM inh,mol,BAZ2B block,Pol iota inh,Tb PGK inh,HP1b chromo inh,GLS inhibitor
-15.4%[59 µM],-26.1%,2.9%,-3.1%,O=C(Cc1c[nH]c2ccccc12)Nc1nccs1,·,3.8%,-1.6%,33.4%,3.6%
1.9%[59 µM],-3.7%,2.2%,-1.6%,COc1ccc(OC)c(-n2nnnc2SCC(=O)NCCc2ccccc2)c1,0.7%,-18.2%,·,25.0%,-4.4%
7.9%,-14.7%,1.2%,-0.4%,COc1cccc(-c2n[nH]c3c2CCC3)c1,-21.4%,15.0%,i,21.1%,0.3%
?,-10.3%,-1.3%,·,COc1ccc(C(CNC(=O)c2cccc(S(=O)(=O)Nc3ccc(F)cc3)c2)N(C)C)cc1 (centres undefined),1.7%,13.0%,3.9%,20.6%,8.9%
18.5%[2.33 µM],-19.2%,-4.0%,·,Cc1cc(OCC(=O)OC(C)C(=O)Nc2ccc(N3CCOCC3)cc2)ccc1Cl (centres undefined),-2.6%,8.7%,-0.4%,20.9%,27.4%
12.6µM*,-4.7%,-1.9%,-1.4%,N#CCN1CCN(CC(=O)c2ccc(Br)cc2)CC1,-4.3%,-11.1%,i,34.4%,-5.3%
·,3.4%,5.0%,·,COc1ccc(CNC(=O)COC(=O)[C@@H]2CCCN2C(=O)c2cccs2)cc1,·,35.8%[activator],-9.7%,8.8%[57 µM],-3.1%
-50.9%,-5.3%[57.1 µM],2.4%,-0.4%,Cc1cc(C)n2nc(C(=O)N(C)C(c3ccccc3)c3ccccc3)nc2n1,·,69.8%[activator],-2.8%,47.4%[activator],-6.4%
5.6%[59 µM],-8.3%,-0.9%,-1.3%,COC(=O)c1cc(NS(=O)(=O)c2ccc(OC)c(OC)c2)ccc1Cl,3.7%,-6.0%,i,53.7%[activator],-7.1%
1.1%[59 µM],-15.4%,6.6%,-1.4%,CS(=O)(=O)N1CCc2cc(C(=O)NCCc3ccccc3)ccc21,-0.7%,5.9%,i,46.5%[activator],-20.5%
-21.3%,-21.3%,-6.7%,-1.6%,Cc1ccnc(NS(=O)(=O)c2ccc(NC(=O)c3ccc([N+](=O)[O-])s3)cc2)n1,?,-8.0%,i,-0.5%,-1.8%
?,89.1µM*,3.0%,0.5%,CCOC(=O)c1nnc2ccnn2c1N,-3.3%,?,·,2.1%,-0.7%
1.4%[59 µM],1.5%[11.4 µM],2.3%,0.5%,NC(=O)C1CCN(C(=O)CSc2nc3ccccc3[nH]2)CC1,11.2%,0.0%,-0.8%,-14.2%,-15.9%
?,-16.9%,2.0%,3.8%,CCN1C(=O)c2ccccc2Sc2ccc(C(=O)NCCCN3CCCCC3)cc21,-3.1%,31.9%,-0.7%,58.8%[activator],0.8%
-8.1%[0.501 µM],-4.8%,-1.1%,-0.2%,COc1ccc(OC)c(CNC(=O)C2CCC(=O)N(CCCN3CCCC3=O)C2)c1 (centres undefined),-7.8%,-13.5%,-0.1%,22.8%,-0.6%
·,-9.7%,-1.0%,-5.0%,Cc1ccc(CSc2nnc(SCC(=O)N/N=C/c3ccc(C(=O)O)cc3)s2)cc1,-14.6%,11.6%,i,27.5%,-7.9%

By substructure: the entries above containing bromine (2)
G9a inh,JMJD2A Tudor,Pin1 inh,BLM inh,mol,BAZ2B block,Pol iota inh,Tb PGK inh,HP1b chromo inh,GLS inhibitor
·,15.0%,-3.7%,·,C=CC(COCc1ccccc1)N([C@@H](Cc1ccccc1)C(=O)OC)S(=O)(=O)c1ccccc1Br (some centres undefined),·,-14.5%&29.1%,1.9%,74.8%[activator],-0.3%
12.6µM*,-4.7%,-1.9%,-1.4%,N#CCN1CCN(CC(=O)c2ccc(Br)cc2)CC1,-4.3%,-11.1%,i,34.4%,-5.3%

Other results
G9a inh,JMJD2A Tudor,Pin1 inh,BLM inh,mol,BAZ2B block,Pol iota inh,Tb PGK inh,HP1b chromo inh,GLS inhibitor
44.7µM*,-20.7%,1.1%,·,O=C(CCNC(=O)c1ccc(Br)cc1)Nc1cccc(S(=O)(=O)N2CCCC2)c1,-0.8%,13.6%,-9.7%,1.6%,-0.4%
25.1µM*,?,0.8%,55.2%[activator],CN1/C(=C/c2cccc[n+]2C)Sc2ccccc21,?,?,-9.9%,47.4%[activator],0.9%
?,4.47µM*,-2.9%,-0.2%,Cn1cc(Cl)c(-c2n[nH]c(=S)n2C2CCCCC2)n1,-19.0%,84.5%[activator],7.2%,16.6%,-23.7%
144.3%[activator],93.8%[activator],0.9%,-7.3%,COc1ccc(-c2nc3ccccc3nc2-c2ccccc2)cc1OC,70.5%[activator],80.1%[activator],-3.1%,203.9%[activator],-8.1%
-33.0%[59 µM],-20.5%,-2.3%,0.6%,Cc1ccc(Cn2c(C(=O)O)c(CNC3CCCCCC3)c3ccc(C)cc32)cc1,-14.7%,7.8%,1.4%,8.8%,11.2%
·,-33.6%,-0.6%,·,Oc1ccc(Cc2ccccc2Cl)c(O)c1,·,79.6%[activator],-8.9%,4.5%,?
31.6µM*,-17.9%,-0.5%,-5.8%,COC(=O)c1c(NC(=O)COc2ccc(Cl)cc2Cl)sc2c1CC(C)(C)NC2(C)C,-25.9%,-14.8%,9.0%,26.1%,2.4%
-37.1%[59 µM],-21.1%,22.7%,·,COc1cc(C(=O)OCC(=O)Nc2cc(S(=O)(=O)N3CCOCC3)ccc2C)ccc1OCC(C)C,4.3%,34.0%[activator],-0.7%,-22.2%,-4.8%
·,-0.4%,16.4%,-2.7%,O=C(NCc1ccc2c(c1)OCO2)Nc1ccc2ccccc2c1,-2.0%,126.8%[activator],-0.6%,8.2%,3.6%
-1.9%[12.7 µM],1.3%,-3.0%,1.7%,COc1ccccc1NC(=O)C1CC(=O)N(c2ccc(F)cc2)C1 (centres undefined),-2.3%,7.8%,-6.4%,28.9%,8.3%
?,-15.4%,?,1.1%,CCN1CCCC1CN(Cc1cc2cc(C)ccc2[nH]c1=O)C(=O)Nc1ccccc1OC (centres undefined),-28.9%,?,-0.7%,13.8%,-4.3%
1µM*,3.2%,-0.4%,-0.7%,CCCc1cc(=O)[nH]c(SCC(=O)N(Cc2ccccc2)C(C)C)n1,?,9.1%,-0.9%,24.5%,-1.0%
·,1.4%,3.0%,-2.2%,COc1ccccc1CN(C)C(=O)c1sccc1-c1ccccc1,8.2%,?,i,91.1%[activator],0.8%
39.8µM*,-22.1%,-7.3%,-11.8%,COc1cc(NC(c2ccccc2)c2ccccc2)cc(OC)c1OC,44.7µM*,-8.9%,-4.2%,-7.1%,-13.5%
3.2%[59 µM],-12.1%,-5.2%,-6.6%,CCCCc1c(O)nc2sccn2c1=O,-14.0%,23.7%,i,21.1%,4.9%
·,-9.2%,5.2%,·,COc1cccc(-n2cnc3sc(-c4ccccc4)cc3c2=O)c1,·,3.3%,-1.0%,16.2%,-4.3%
23.0%[59 µM],1.0%,-3.5%,-0.9%,COc1ccc(NC(=S)N2CCOCC2)c(OC)c1,7.2%,-11.2%,-7.5%,22.4%,25.8%
?,-2.8%[57.1 µM],1.0%,4.3%,Cc1ccc(C(=O)n2nnc3ccccc32)cc1[N+](=O)[O-],2.8%,0.8%,7.5%,47.1%[activator],20.1%
